CFTR F508del cor = CFTR F508del correction in bronchial cells; CFBE cells, YFP halide quenching; stimulated with forskolin plus potentiator P3; % fluorescence drop versus neutral controls; 350,000 compounds, 0.36% hits; activity (quench increase), % at 7.58 µM; AID 720511;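 active means mean added fluorescence quench of at least 8% versus neutral control, with both replicates also reaching 8%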;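 further: cells transiently co-express mutant CFTR-F508del with the halide-sensitive YFP; corrector assay measuring rescue of mutant channel to the surface after 24 h compound exposure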
CASP6 VEID inh = inhibitors of human caspase-6 | purified caspase-6, Z-VEID-R110 cleavage fluorescence | inhibition, % at 12.5 µM | 350,000 compounds, 0.53% hits;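 active means mean inhibition across replicates at least about 35%, with every replicate also reaching that limit, limit read from the data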;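 further: 0% = median of neutral control wells and 100% = no fluorescence left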
Target sequence (P55212 24-179 limits assumed): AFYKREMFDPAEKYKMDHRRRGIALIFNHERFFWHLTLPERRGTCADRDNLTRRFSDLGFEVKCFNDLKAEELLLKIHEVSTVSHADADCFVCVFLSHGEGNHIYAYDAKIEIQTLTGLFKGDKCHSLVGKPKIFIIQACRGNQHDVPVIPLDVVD
Target sequence (P55212 194-293 limits assumed): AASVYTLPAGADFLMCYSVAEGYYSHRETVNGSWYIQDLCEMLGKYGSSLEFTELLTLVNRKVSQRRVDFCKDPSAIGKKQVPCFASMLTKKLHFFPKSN
SIRT5 inh = sirtuin-5 (human) deacylase inhibition; Purified SirT5, succinyl-peptide AMC, trypsin-coupled fluorescence; inhibition, % at 15 µM; 330,000 compounds, 1.1% hits; AID 652115; in the data active means inhibition above about 15%
Target sequence (Q9NXA8 whole entry, looked up): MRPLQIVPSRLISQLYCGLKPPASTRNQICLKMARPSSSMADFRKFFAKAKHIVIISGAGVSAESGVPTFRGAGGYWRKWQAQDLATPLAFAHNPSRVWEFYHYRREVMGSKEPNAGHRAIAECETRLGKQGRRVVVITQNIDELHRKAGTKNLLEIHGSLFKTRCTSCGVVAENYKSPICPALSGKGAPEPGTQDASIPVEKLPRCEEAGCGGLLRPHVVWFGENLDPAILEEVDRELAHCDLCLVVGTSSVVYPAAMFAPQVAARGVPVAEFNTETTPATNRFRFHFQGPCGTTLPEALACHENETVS
miR-122 sensor = inhibitors of miR-122 in Huh7 cells. Huh7 miR-122 Renilla luciferase sensor, 48 h; neutral wells = 0, positive control = 100. activation (reporter increase), % at 12.5 µM. 340,000 compounds, 0.3% hits. AID 602342;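 active means mean replicate activation score at least 90 and every replicate individually at or above 90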;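 further: higher luciferase means less miR-122 activity so hits act as miR-122 inhibitors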
ERAP1 HTS inh = ERAP1 (human) enzyme inhibition; Q9NZ08; recombinant ERAP1, Leu-AMC fluorescence, 60 min; inhibition, % at 10.7 µM; 340,000 compounds, 0.15% hits;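 active means mean replicate inhibition of at least 30%, or all replicates individually reaching that 30% level; inactive means mean below 30% and not every replicate reaching it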;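 further: 0% = neutral control wells and 100% = L-leucinethiol positive control wells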
DENV2 CPE = inhibitors of DENV2 cytopathic effect; DENV2-infected cells, cytopathic effect rescue, plate reader; CPE inhibition, % at 9.99 µM; 350,000 compounds, 1.7% hits; AID 651640; in the data active means CPE inhibition above about 20%, passing the limit was not always enough; tested in BHK-21 cells;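 further: 0% = median of neutral control wells and 100% = median of positive control wells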
ERp5 block = inhibitors of human ERp5; ERp5 insulin aggregation, absorbance 650 nm, 90 min; AID 651711; inhibition, % at 9.99 µM; 350,000 compounds, 0.05% hits;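 active means mean replicate inhibition above about 25%, with every replicate also reaching it, limit read from the data, passing the limit was not always enough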
Starred values were filed as active, the others as inactive; [ ] = another dose, or the depositor's remark.

Start of the data: the first 3 records (preview)
Results for CC(C)NC(=O)N(C)C[C@H]1Oc2ccc(NC(=O)Nc3ccc(F)cc3)cc2C(=O)N([C@@H](C)CO)C[C@H]1C ?
CFTR F508del cor: 2.0; CASP6 VEID inh: -1; SIRT5 inh: -4; miR-122 sensor: 1[16.7 µM]; ERAP1 HTS inh: 0; DENV2 CPE: -3; ERp5 block: 1

What do the screens show for `COC(=O)c1c(NC(=O)Cc2cccs2)sc(C(=O)NC2CCCCC2)c1C`?
CFTR F508del cor: -1.2; CASP6 VEID inh: 1; SIRT5 inh: -14; ERAP1 HTS inh: -4; DENV2 CPE: -2; ERp5 block: -5

What do the screens show for `CC(NC(=O)CN1C(=O)NC2(CCCCCC2)C1=O)c1ccccc1` (stereo not given)?
CFTR F508del cor: -1.9; CASP6 VEID inh: -1; SIRT5 inh: -4; miR-122 sensor: -14; ERAP1 HTS inh: 6; DENV2 CPE: -3; ERp5 block: -2

The listing, from the first entry:
Results for CC(C)NC(=O)N(C)C[C@H]1Oc2ccc(NC(=O)Nc3ccc(F)cc3)cc2C(=O)N([C@@H](C)CO)C[C@H]1C ?
CFTR F508del cor: 2.0; CASP6 VEID inh: -1; SIRT5 inh: -4; miR-122 sensor: 1[16.7 µM]; ERAP1 HTS inh: 0; DENV2 CPE: -3; ERp5 block: 1

What do the screens show for `COC(=O)c1c(NC(=O)Cc2cccs2)sc(C(=O)NC2CCCCC2)c1C`?
CFTR F508del cor: -1.2; CASP6 VEID inh: 1; SIRT5 inh: -14; ERAP1 HTS inh: -4; DENV2 CPE: -2; ERp5 block: -5

What do the screens show for `CC(NC(=O)CN1C(=O)NC2(CCCCCC2)C1=O)c1ccccc1` (stereo not given)?
CFTR F508del cor: -1.9; CASP6 VEID inh: -1; SIRT5 inh: -4; miR-122 sensor: -14; ERAP1 HTS inh: 6; DENV2 CPE: -3; ERp5 block: -2

Results for CO[C@H]1CN(C)C(=O)c2ccc(NC(=O)C3CCOCC3)cc2OC[C@@H](C)N(Cc2cccnc2)C[C@H]1C ?
CFTR F508del cor: -0.9; CASP6 VEID inh: -4; ERAP1 HTS inh: 3; DENV2 CPE: -2; ERp5 block: -8

What do the screens show for `COc1ccc(-n2c(SCC(=O)Nc3ccc(C)cc3)nc(O)c(Cc3ccccc3)c2=O)cc1`?
CFTR F508del cor: 1.2; CASP6 VEID inh: 3; SIRT5 inh: 0; miR-122 sensor: -2; ERAP1 HTS inh: 3; DENV2 CPE: 14; ERp5 block: 0

How did COc1ccc(-c2ccc3c(c2)[C@@H]2[C@@H](CCN2S(=O)(=O)c2ccc(F)cc2)[C@H](CO)N3C)cc1 do in these assays?
CFTR F508del cor: 3.2; CASP6 VEID inh: 1; SIRT5 inh: 16*; ERAP1 HTS inh: 3; DENV2 CPE: -3; ERp5 block: 2

How did COC(=O)c1ccccc1NC(=O)CCC(=O)N1CCSc2ccccc21 do in these assays?
CFTR F508del cor: 2.6; CASP6 VEID inh: -1; SIRT5 inh: -2; miR-122 sensor: 2; ERAP1 HTS inh: -4; DENV2 CPE: 0; ERp5 block: -1

Results for CCCCNS(=O)(=O)CCNCc1ccco1 ?
CFTR F508del cor: -6.7; CASP6 VEID inh: -4; SIRT5 inh: -3; miR-122 sensor: 0; ERAP1 HTS inh: 0; DENV2 CPE: -12; ERp5 block: -7

Results for C[C@H](CO)N1C[C@H](C)[C@H](CN(C)Cc2cncnc2)Oc2ncc(-c3ccc(F)cc3)cc2C1=O ?
CFTR F508del cor: -2.9; CASP6 VEID inh: -3; SIRT5 inh: 1; miR-122 sensor: 19[16.7 µM]; ERAP1 HTS inh: -3; DENV2 CPE: 5; ERp5 block: -1

How did O=C(C1CC1)N1CC[C@@H]2[C@@H](CO)Nc3ccc(-c4cccc(F)c4)cc3[C@@H]21 do in these assays?
CFTR F508del cor: -0.7; SIRT5 inh: -12; miR-122 sensor: 9[16.7 µM]; DENV2 CPE: 18; ERp5 block: -5

What do the screens show for `COCCn1c(SCC(=O)Nc2ccc3c(c2)OCCO3)nc2ccccc2c1=O`?
CFTR F508del cor: 0.4; CASP6 VEID inh: -3; miR-122 sensor: -5; ERAP1 HTS inh: -2; DENV2 CPE: -5; ERp5 block: 5

How did Cc1ccc(NC(=O)CSc2nnc(C3CC3)n2CC2CCCO2)cc1C (stereo not given) do in these assays?
CFTR F508del cor: 0.3; CASP6 VEID inh: 0; SIRT5 inh: -1; miR-122 sensor: 0; ERAP1 HTS inh: 2; DENV2 CPE: 8; ERp5 block: -9

Results for O=C(CN1C(=O)NC(c2ccccc2)(c2ccccc2)C1=O)N1CCCCC1 ?
CFTR F508del cor: -0.6; CASP6 VEID inh: 2; SIRT5 inh: 0; miR-122 sensor: 1; ERAP1 HTS inh: 0; DENV2 CPE: 13; ERp5 block: 6

What do the screens show for `COc1ccc(CN2CCCC(C(=O)c3ccc4c(c3)OCO4)C2)c(F)c1` (stereo not given)?
CFTR F508del cor: 1.8; CASP6 VEID inh: 1; SIRT5 inh: 1; ERAP1 HTS inh: -4; DENV2 CPE: -9; ERp5 block: -4

How did COC(=O)C1=C(C)NC(=O)C1(NC(=O)c1cccnc1)C(F)(F)F (stereo not given) do in these assays?
CASP6 VEID inh: -1; SIRT5 inh: -5; miR-122 sensor: 2; ERAP1 HTS inh: 7; ERp5 block: -11

How did CCCNc1c(NS(=O)(=O)c2ccc(C)c(C)c2)c(=O)oc2ccccc12 do in these assays?
CFTR F508del cor: -1.4; CASP6 VEID inh: -3; SIRT5 inh: -4; miR-122 sensor: -5; ERAP1 HTS inh: -5; DENV2 CPE: 3; ERp5 block: 7

Results for CCCNC(=O)N1CC2(C1)[C@H](c1ccccc1)[C@@H](CO)N2C(=O)C1CCC1 ?
CFTR F508del cor: -4.0; CASP6 VEID inh: 2; SIRT5 inh: 0; ERAP1 HTS inh: 0; DENV2 CPE: 18; ERp5 block: -1

What do the screens show for `CC(C)(C)C1CCSC2=NCCC[C@]2(c2ccccc2)C1` (stereo not given in full)?
CFTR F508del cor: -2.6; CASP6 VEID inh: 6; SIRT5 inh: 1; ERAP1 HTS inh: -3; DENV2 CPE: -1; ERp5 block: -1

What do the screens show for `COc1ccc(-c2nnn(CC(=O)N3CCN(c4ccc(F)cc4)CC3)n2)cc1`?
CFTR F508del cor: -2.9; CASP6 VEID inh: -3; SIRT5 inh: 0; miR-122 sensor: -2; ERAP1 HTS inh: -1; DENV2 CPE: -2; ERp5 block: 3

What do the screens show for `CNC[C@H]1Oc2c(NC(=O)Nc3ccc(C(F)(F)F)cc3)cccc2C(=O)N([C@@H](C)CO)C[C@H]1C`?
CFTR F508del cor: -3.5; CASP6 VEID inh: -1; SIRT5 inh: 8; miR-122 sensor: -1[16.7 µM]; ERAP1 HTS inh: 0; DENV2 CPE: -6; ERp5 block: 6

What do the screens show for `C[C@H](CO)N1C[C@H](C)[C@H](CN(C)C(=O)C2CC2)Oc2ncc(-c3cccc(C#N)c3)cc2C1=O`?
CFTR F508del cor: -1.3; CASP6 VEID inh: 1; SIRT5 inh: 0; miR-122 sensor: 1[16.7 µM]; ERAP1 HTS inh: 1; DENV2 CPE: -10; ERp5 block: 9

How did CCCCCCC(C)n1cc(C(C)=O)c(=O)n(C)c1=O (stereo not given) do in these assays?
CASP6 VEID inh: -6; SIRT5 inh: -2; ERAP1 HTS inh: 15; DENV2 CPE: 5; ERp5 block: 3

What do the screens show for `Nc1ccccc1SCc1cn2ccccc2n1`?
CFTR F508del cor: -4.1; CASP6 VEID inh: -1; SIRT5 inh: -3; ERAP1 HTS inh: -2; DENV2 CPE: -3; ERp5 block: -3

How did C[C@@H]1CN([C@H](C)CO)C(=O)c2cccc(NC(=O)Nc3cccc4ccccc34)c2O[C@H]1CN(C)C(=O)Nc1ccc(F)cc1 do in these assays?
CFTR F508del cor: 2.4; CASP6 VEID inh: 0; SIRT5 inh: -3; miR-122 sensor: -12[16.7 µM]; ERAP1 HTS inh: -2; DENV2 CPE: 15; ERp5 block: 2

Results for COc1ccc(-c2cc(C(=O)Nc3cc(C)on3)c3ccccc3n2)c(OC)c1 ?
CFTR F508del cor: -0.9; CASP6 VEID inh: -5; SIRT5 inh: 9; miR-122 sensor: 8; ERAP1 HTS inh: 0; DENV2 CPE: 13; ERp5 block: 2

What do the screens show for `O=c1[nH]c(SCc2ccccc2[N+](=O)[O-])nc2nc[nH]c12`?
CFTR F508del cor: -1.3; CASP6 VEID inh: -6; SIRT5 inh: -4; ERAP1 HTS inh: -2; DENV2 CPE: 4; ERp5 block: -1

Results for COc1ccc(OC)c(-c2c3c([nH]c(=S)c2C#N)CCCC3)c1 ?
CFTR F508del cor: -1.2; CASP6 VEID inh: -4; SIRT5 inh: -1; ERAP1 HTS inh: -1; DENV2 CPE: -3; ERp5 block: 1

Results for COc1ccc(NC(=S)N(CCCN2CCCCCC2)Cc2cccs2)cc1 ?
CFTR F508del cor: 0.8; CASP6 VEID inh: -66; SIRT5 inh: 1; miR-122 sensor: -2; ERAP1 HTS inh: -5; DENV2 CPE: 8; ERp5 block: 6

Results for CC(C)(C)N(Cc1ccccc1)C(=O)COC(=O)C1CC1 ?
CFTR F508del cor: 2.4; CASP6 VEID inh: -3; SIRT5 inh: 5; miR-122 sensor: -9; ERAP1 HTS inh: -6; DENV2 CPE: -1; ERp5 block: -3

Results for O=C(CCN1C(=O)c2ccccc2S1(=O)=O)Nc1ccccc1 ?
CFTR F508del cor: -4.5; CASP6 VEID inh: 2; SIRT5 inh: -5; miR-122 sensor: -12; ERAP1 HTS inh: 9; ERp5 block: 1

What do the screens show for `N#Cc1cc2c(nc1SCc1ccncc1)CCC2`?
CFTR F508del cor: -0.7; CASP6 VEID inh: 4; SIRT5 inh: 3; miR-122 sensor: -12; ERAP1 HTS inh: 4; DENV2 CPE: 4; ERp5 block: -2

What do the screens show for `COC(=O)[C@@]12C[C@@H](CC(=O)NCc3cccs3)C(=O)N(CCc3ccc(OC)c(OC)c3)C1=CCC(C)(C)C2`?
CFTR F508del cor: 1.8; CASP6 VEID inh: 3; ERAP1 HTS inh: 0; DENV2 CPE: 13; ERp5 block: 3

What do the screens show for `CCCNC(=O)N(C)C[C@H]1Oc2cc(C#CC3CC3)ccc2S(=O)(=O)N([C@@H](C)CO)C[C@H]1C`?
CFTR F508del cor: -1.2; CASP6 VEID inh: 0; SIRT5 inh: -1; miR-122 sensor: -18[16.7 µM]; ERAP1 HTS inh: 0; DENV2 CPE: 14; ERp5 block: 1

How did COc1ccccc1N1CCN(CC(=O)c2c(C)[nH]c3ccccc23)CC1 do in these assays?
CFTR F508del cor: 2.5; CASP6 VEID inh: 2; SIRT5 inh: -1; miR-122 sensor: 0; ERAP1 HTS inh: 2; DENV2 CPE: 11; ERp5 block: 3

What do the screens show for `COCCNC(=O)C[C@@H]1CC[C@H]2[C@@H](COc3ccc(NC(=O)C4CCOCC4)cc3C(=O)N2C)O1`?
CFTR F508del cor: 0.5; CASP6 VEID inh: 1; SIRT5 inh: 0; miR-122 sensor: -10[16.7 µM]; ERAP1 HTS inh: 1; DENV2 CPE: 4; ERp5 block: 6

Screening results deposited in PubChem by Broad Institute.
